SSB-PriA inh = inhibitors of Klebsiella pneumoniae PriA binding to SSB C-terminal tail; 430,000 tested, 0.6% active; inhibition, % at 33 µM; AlphaScreen SSBct-PriA binding, biotinylated peptide; in the data active = inhibition mostly above about 37%, no sharp cut-off; inactive = mostly below about 20%;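 note: plate controls were negative control peptide for no effect and reference peptide for full effect; strong numbers were not always called active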
Yp Topo-I inh = inhibitors of Yersinia pestis topoisomerase I | AID 504884 | activity, % at 10 µM | 360,000 tested, 0.064% active | Y. pestis Topo-I cleavage product accumulation, plate reader; in the data active = activity above about 50%, passing the limit was not always enough; note: inactives centre near 2
TcdB GH inh = blocks C. difficile toxin B glycohydrolase activity; TcdB glycohydrolase enzymatic assay, plate reader; inhibition, % at 9.99 µM; 350,000 tested, 0.24% active; in the data active = inhibition above about 10%
Target sequence (P18177 whole entry, looked up): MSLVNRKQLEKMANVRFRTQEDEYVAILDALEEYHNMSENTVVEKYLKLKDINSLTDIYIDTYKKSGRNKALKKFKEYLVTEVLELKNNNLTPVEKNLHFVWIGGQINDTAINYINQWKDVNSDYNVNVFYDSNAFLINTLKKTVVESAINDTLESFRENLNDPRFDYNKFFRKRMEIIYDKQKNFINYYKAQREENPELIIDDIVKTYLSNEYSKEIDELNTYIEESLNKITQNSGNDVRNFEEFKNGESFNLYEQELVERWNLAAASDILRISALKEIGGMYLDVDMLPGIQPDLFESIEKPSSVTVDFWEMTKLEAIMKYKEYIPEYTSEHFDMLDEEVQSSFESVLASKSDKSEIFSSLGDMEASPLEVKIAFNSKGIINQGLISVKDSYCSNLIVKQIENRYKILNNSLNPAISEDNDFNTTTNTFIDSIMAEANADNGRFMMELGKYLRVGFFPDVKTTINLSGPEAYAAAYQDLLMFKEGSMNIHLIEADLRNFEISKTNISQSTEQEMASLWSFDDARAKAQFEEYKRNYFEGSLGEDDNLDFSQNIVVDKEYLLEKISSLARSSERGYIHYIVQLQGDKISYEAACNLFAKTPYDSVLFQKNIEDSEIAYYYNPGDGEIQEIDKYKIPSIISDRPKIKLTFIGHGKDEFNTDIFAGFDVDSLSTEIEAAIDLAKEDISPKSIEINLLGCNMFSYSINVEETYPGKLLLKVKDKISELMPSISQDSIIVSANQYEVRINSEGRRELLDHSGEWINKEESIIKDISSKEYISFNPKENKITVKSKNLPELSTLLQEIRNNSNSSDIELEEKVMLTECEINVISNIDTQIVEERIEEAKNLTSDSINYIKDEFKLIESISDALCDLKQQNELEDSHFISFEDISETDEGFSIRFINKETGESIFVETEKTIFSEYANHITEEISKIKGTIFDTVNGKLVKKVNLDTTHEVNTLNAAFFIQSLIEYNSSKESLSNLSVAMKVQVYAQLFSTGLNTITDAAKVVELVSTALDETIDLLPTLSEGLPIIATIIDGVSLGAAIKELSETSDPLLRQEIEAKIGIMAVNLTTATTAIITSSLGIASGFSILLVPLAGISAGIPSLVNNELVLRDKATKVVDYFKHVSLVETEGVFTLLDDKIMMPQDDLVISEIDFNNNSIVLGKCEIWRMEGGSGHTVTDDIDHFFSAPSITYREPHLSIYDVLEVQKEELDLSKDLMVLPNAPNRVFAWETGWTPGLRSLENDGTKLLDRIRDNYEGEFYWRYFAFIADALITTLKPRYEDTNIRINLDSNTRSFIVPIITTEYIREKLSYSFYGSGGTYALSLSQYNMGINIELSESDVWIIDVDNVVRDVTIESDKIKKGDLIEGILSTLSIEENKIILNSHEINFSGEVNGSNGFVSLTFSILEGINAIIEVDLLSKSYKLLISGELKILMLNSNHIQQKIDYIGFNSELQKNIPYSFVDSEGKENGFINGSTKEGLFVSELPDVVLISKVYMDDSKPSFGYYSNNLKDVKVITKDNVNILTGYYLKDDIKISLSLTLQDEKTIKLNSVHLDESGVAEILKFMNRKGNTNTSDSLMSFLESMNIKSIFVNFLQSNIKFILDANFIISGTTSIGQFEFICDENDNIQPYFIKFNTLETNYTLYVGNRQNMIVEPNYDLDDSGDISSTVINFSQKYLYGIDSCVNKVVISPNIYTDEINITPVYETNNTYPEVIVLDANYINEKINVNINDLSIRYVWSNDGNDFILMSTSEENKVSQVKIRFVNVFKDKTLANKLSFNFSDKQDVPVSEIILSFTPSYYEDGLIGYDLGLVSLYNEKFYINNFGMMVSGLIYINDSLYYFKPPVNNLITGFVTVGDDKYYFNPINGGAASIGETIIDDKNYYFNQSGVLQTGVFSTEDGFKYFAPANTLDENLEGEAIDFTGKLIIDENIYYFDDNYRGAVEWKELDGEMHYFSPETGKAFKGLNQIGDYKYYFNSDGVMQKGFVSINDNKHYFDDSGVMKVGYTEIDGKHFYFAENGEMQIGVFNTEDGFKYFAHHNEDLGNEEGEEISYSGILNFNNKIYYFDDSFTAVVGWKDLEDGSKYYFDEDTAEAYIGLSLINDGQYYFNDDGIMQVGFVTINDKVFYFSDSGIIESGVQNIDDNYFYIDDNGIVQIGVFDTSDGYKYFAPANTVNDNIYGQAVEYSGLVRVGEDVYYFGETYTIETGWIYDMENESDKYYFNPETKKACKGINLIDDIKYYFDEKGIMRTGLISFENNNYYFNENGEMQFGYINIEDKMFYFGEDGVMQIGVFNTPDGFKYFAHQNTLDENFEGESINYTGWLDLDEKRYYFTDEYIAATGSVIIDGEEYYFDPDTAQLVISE
CCHFV vOTU inh = blocks the CCHF virus ovarian tumor domain protease | CCHFV vOTU protease, Pep-AMC fluorescence | inhibition, % at 11.5 µM | 370,000 tested, 0.55% active | AID 651958; in the data active = inhibition above about 30%; note: 0% = vehicle wells with enzyme and 100% = no enzyme wells
MazF activator = increases E. coli MazEF RNase cleavage of RNA | P0AE70 | FAM/BHQ RNA-DNA oligo cleavage fluorescence, 5 h | activation, % at 20 µM | 350,000 tested, 0.32% active | AID 504720; in the data active = activation above about 50%
Rv3671c inh = Rv3671c (M. tuberculosis) protease inhibition. inhibition, % at 5.96 µM. 320,000 tested, 0.048% active. P9WHR9; in the data active = inhibition above about 38%;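 note: extracellular domain of Rv3671c used as enzyme; 0% = enzyme with DMSO and 100% = no enzyme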
3CLpro inhibitor = SARS-CoV 3CLpro protease inhibition; AID 1706; P0C6X7; recombinant SARS-CoV 3CLpro, quenched FRET peptide cleavage; 290,000 tested, 0.14% active; inhibition, % at 6 µM; in the data active = inhibition above about 12%
BH1578 lux ind = quorum light induction in luxS cqsA deficient V. cholerae. activation, % at 18.7 µM. 350,000 tested, 0.16% active. V. cholerae BH1578 lux reporter, luminescence, 6 h; in the data active = activation mostly above about 9.7%, no sharp cut-off; note: not every result past the cut was called active; inactives centre near 0; reference of the scale not given here
PrPC surface inh = inhibitors of human cell surface prion protein PrPC. P04156. TR-FRET read-out. inhibition, % at 13.8 µM. 370,000 tested, 0.43% active; in the data active = inhibition above about 24%; note: 0% = median of the test wells and 100% = reference compound wells
DUSP3 inh = blocks human VHR1 dual specificity phosphatase | P51452 | recombinant VHR phosphatase, pNPP absorbance | inhibition, % at 13.3 µM | 290,000 tested, 0.52% active; in the data active = inhibition above about 50%; note: some compounds called inactive have numbers as strong as hits
Active calls of the source: *; i = inactive; x = no result given; & = joins results of further samples.

compound | Rv3671c inh | SSB-PriA inh | TcdB GH inh | CCHFV vOTU inh | BH1578 lux ind | DUSP3 inh | Yp Topo-I inh | 3CLpro inhibitor | PrPC surface inh | MazF activator
Cc1ccc(/C=C(\NC(=O)c2ccccc2)C(=O)NC(Cc2ccccc2)C(=O)O)cc1 (stereo unspecified) | -9 | -12 | x | 10 | i | 13 | 8 | -3 | -1 | -7
CC(=O)Nc1ccc(NC(=O)C(C)OC(=O)c2ccc(C)s2)cc1 (stereo unspecified) | -11 | -8 | 0.8 | -8 | i | 13 | 8 | -3 | -3 | 8
CCN1CCCC1CNCC(=O)Nc1ccc(OC(F)(F)F)cc1 (stereo unspecified) | 3 | -9 | 1.1 | 20 | -0.1 | 7 | 0 | -4 | -4 | 4
COC(=O)c1ccc(NC(=O)CSc2nnc(COc3c(C)cccc3C)o2)cc1 | 6 | -3 | x | 3 | 7.7 | 20 | 1 | -1 | -7 | -5
CC(=O)c1ccc(N2CCN(C(=O)CCS(=O)(=O)c3ccc4c(c3)NC(=O)CS4)CC2)cc1 | -1 | -12 | 0.4 | 5 | i | 27 | 21 | -1 | 12 | 11
CN1C(=O)/C(=C\c2ccc(Br)s2)C(=O)NC1=S | -17 | -9 | -0.4 | -5 | i | -4 | -4 | 1 | -37 | -47
O=C(CN1C(=O)NC2(CCCC2)C1=O)NNC(=O)c1ccc(Br)cc1 | 6 | -15 | 0.6 | 7 | i | x | -4 | x | 12 | 2
Cc1cccc(NC(=S)N(CCCN(C)C)Cc2cc3cc4c(cc3[nH]c2=O)OCO4)c1 | -2 | 7 | 0.8 | -32 | -0.4 | 21 | 7 | -1 | -3 | 14
O=C(CSc1nc2ccccc2[nH]1)NC1CCS(=O)(=O)C1 (stereo unspecified) | 2 | -4 | x | -3 | -1.7 | 0 | -1 | 3 | -7 | -1
CCN(CC)c1ccc(C(=O)NNC(=O)C2CSC3(C)CCC(=O)N23)cc1 (stereo unspecified) | 10 | 0 | 0.3 | 0 | i | x | -2 | x | -9 | 0
Cc1nc2ccc(C(=O)N/N=C/c3ccccc3O)cc2[nH]1 | 11 | x | 0.9 | 5 | 0.6 | 26 | -5 | -10 | -3 | 15
O=C(c1cc(-c2ccc(F)cc2)on1)N1CCCCCC1 | -12 | -8 | 3.1 | -3 | -0.3 | 10 | 14 | -1 | 0 | -3
COc1ccccc1C1C(C(=O)c2sc(C)nc2C)=C(O)C(=O)N1CCN1CCOCC1 (stereo unspecified) | -1 | -4 | x | 6 | 1.5 | 2 | 16 | -4 | -8 | 5
Cc1ccc(-c2nc(SCC(=O)NCC3CCCO3)c(-c3ccccc3)[nH]2)cc1 (stereo unspecified) | -2 | 6 | 4.5 | 3 | -0.2 | 8 | -6 | 6 | 9 | 7
CC1CN(C(=S)NC2CCCC2)CC(C)O1 (stereo unspecified) | -7 | -4 | 3.0 | -10 | i | 27 | 11 | 9 | -2 | 5
CSc1cccc(NC(=S)N2CCC(N(C)C3CCCCC3)CC2)c1 | 2 | -3 | 2.8 | 4 | i | 14 | -6 | 7 | 9 | 2
C[C@@H]1NC(=O)c2cc([N+](=O)[O-])cc(F)c2NCCC[C@@H](C(N)=O)NC(=O)[C@H](CC(N)=O)NC1=O | 2 | -10 | 1.1 | 5 | i | 5 | -7 | 1 | -18 | 5
Cc1ccc(NC(=S)N(CCCN2CCOCC2)Cc2ccco2)cc1 | -5 | -18 | 0.2 | -12 | i | 18 | 13 | -2 | 3 | -5
CC(=O)c1c(C)[nH]c(C(=O)Nc2cccc(C)n2)c1C | -2 | 0 | 0.5 | 7 | -0.8 | 2 | -5 | 0 | -5 | 0
COC(=O)NC(=C(Cl)Cl)P(=O)(c1ccccc1)c1ccccc1 | 8 | -8 | 0.9 | -9 | -0.3 | 10 | -6 | -1 | -1 | 0
O=C1C[C@H](c2ccc(O)cc2)Oc2cc(O[C@@H]3O[C@H](CO)[C@@H](O)[C@H](O)[C@H]3O)cc(O[C@@H]3O[C@H](CO)[C@@H](O)[C@H](O)[C@H]3O)c21 | 6 | -11 | 1.8 | 8 | i | x | 10 | x | 7 | -1
O=C(Nc1ccc2c(c1)OCO2)C(c1ccccc1)N1CCN(C(=O)c2ccco2)CC1 (stereo unspecified) | -1 | -15 | x | 10 | i | -5 | 0 | 0 | -3 | 4
Cc1ccccc1N(C(=O)Cn1nnc(-c2cccs2)n1)C(C(=O)NCCC(C)C)c1ccco1 (stereo unspecified) | 1 | -12 | x | 11 | i | 23 | 6 | 2 | 8 | 3
CC(C)(NS(=O)(=O)OCC(Cl)(Cl)Cl)c1ccccc1 | -2 | -12 | 0.6 | 7 | -0.9 | 13 | -10 | 4 | 5 | 4
O=c1c(C=NCCN2CCNCC2)c(O)n(C2CCCCC2)c(=O)n1C1CCCCC1 | -2 | 10 | x | x | i | 9 | -8 | -2 | x | -10
COc1ccc(S(=O)(=O)N2CCCCC2)cc1NCC(=O)Nc1ccc(C)cc1 | 4 | -20 | 1.4 | 8 | i | 4 | -3 | -4 | 4 | 6
CC(=O)c1cccc(-n2nnnc2SCC(=O)Nc2cccc(NC(=O)c3ccco3)c2)c1 | -11 | 6 | x | 11 | i | 22 | -5 | -2 | 4 | 7
O=C(COC(=O)CNC(=O)C1CCCCC1)Nc1ccccc1OC(F)F | 0 | 1 | -0.5 | 14 | 0.6 | x | -8 | x | -8 | -2
C=CCC[C@@H](Cc1ccc(F)cc1)C(=O)OC[C@H](Cc1c[nH]c2ccccc12)NC(=O)[C@H](CC=C)CC(=O)N(CCO)Cc1ccccc1 | 3 | -9 | -0.2 | 22 | 1.0 | x | 12 | x | 9 | -5
CCN(CC)C(=O)[C@H]1CC(CC(=O)NCc2ccco2)C(=O)N2CCc3c([nH]c4ccccc34)[C@]12C (stereo partly specified) | -2 | 1 | -0.4 | -4 | -1.9 | x | 13 | x | 1 | 2
COc1ccc(C(=O)C2CCCN(C(=O)c3cccc(N4CCCC4=O)c3)C2)cc1OC (stereo unspecified) | x | -13 | 1.8 | 35* | -0.4 | -9 | 9 | -1 | -2 | 10
CS(=O)(=O)c1ccc2nc(NC(=O)CN3C(=O)C4CC=CCC4C3=O)sc2c1 (stereo unspecified) | 2 | 4 | 1.7 | -4 | -0.2 | 18 | 7 | -3 | 7 | 5
COc1ccc(NCc2nnc(SCC#N)n2-c2ccccc2OC)cc1 | 4 | 3 | x | 12 | 1.7 | 2 | 4 | 4 | 3 | 0
Clc1ccc(CSc2nccn2Cc2ccccc2)cc1 | 6 | -14 | x | 18 | -0.3 | 40 | 39 | 2 | 4 | -2
COc1ccc(NC(=O)CSCC(=O)NCc2ccco2)cc1 | 3 | -9 | -0.1 | 3 | i | x | 3 | x | 9 | 0
Cc1nn(-c2ccccc2)c(Cl)c1C(=O)NCCN(C)C | 6 | -3 | 1.2 | -3 | 0.4 | 4 | 3 | -5 | 1 | 7
Cc1cccc(S(=O)(=O)c2c(N)n(-c3ccccc3)c3nc4ccccc4nc23)c1 | 2 | -7 | 2.1 | -35 | -0.2 | 5 | -5 | 0 | 5 | -3
Cc1c(Cl)c(C(F)(F)F)nn1CC(=O)NCc1ccco1 | 0 | -4 | 1.3 | 3 | -0.3 | 16 | 1 | 2 | -7 | 2
COc1ccc(O)c(/C=N/NC(=S)Nc2cccc(S(=O)(=O)N(C)C)c2)c1 | 24 | x | x | -23 | -2.4 | -4 | -16 | 1 | -6 | -12
COc1ccc(NS(=O)(=O)c2ccc(C)c(C(=O)NCc3ccccc3CN3CCCC3)c2)cc1 | x | x | 0.2 | 0 | -0.4 | x | -5 | x | -10 | 1
COc1ccc(C(C(=O)NC2CCCCC2)N(Cc2ccco2)C(=O)c2snc(C(N)=O)c2N)cc1 (stereo unspecified) | x | -9 | 1.6 | -8 | -0.4 | 34 | 50 | 1 | 5 | -53
CCN(C(=O)CN1C=NS(=O)(=O)c2ccccc21)c1ccccc1 | 4 | -10 | -0.2 | -8 | i | -6 | 0 | 3 | 2 | 2
O=C(c1ccc(COc2ccccc2Cl)o1)N1CCN(Cc2ccc3c(c2)OCO3)CC1 | -1&1 | 27 | 1.0 | 13&-10 | 0.0&-0.1 | 10&32 | 37&-1 | 0&1 | 6&4 | 15&-1
CCCCc1cc(=O)oc2cc(C)cc(O)c12 | -6 | -10 | x | 7 | -0.3 | 27 | -9 | -4 | 2 | 14
O=C(Nc1ccccc1C(F)(F)F)c1cc(S(=O)(=O)N2CCC3(CC2)OCCO3)ccc1F | 0 | -16 | x | -5 | -0.5 | 15 | 3 | 1 | 8 | -1
Cc1ncc(CSCC(=O)Nc2cc(C(F)(F)F)ccc2Cl)c(CO)c1O | 5 | 4 | 0.8 | -11 | i | 26 | 0 | 7 | -2 | 3
COc1cccc(C(=O)Nc2ccncc2)c1OC | -1 | -1 | 1.4 | -3 | -0.6 | 6 | -6 | -4 | 2 | 4
CCOC(=O)[C@@H]1[C@H]2COc3ccc(Br)cc3[C@H]2N2C(=O)N(c3cccc(F)c3)C(=O)[C@]12C | -4 | -9 | 0.7 | 7 | i | 13 | 16 | -1 | 5 | -9
CC(NC(=O)c1cc(COc2ccccc2)on1)c1nccs1 (stereo unspecified) | -3 | -4 | -0.3 | -2 | -0.9 | -26 | -5 | -4 | 3 | 1

A draw from above in order of number of heavy atoms, falling.
compound | Rv3671c inh | SSB-PriA inh | TcdB GH inh | CCHFV vOTU inh | BH1578 lux ind | DUSP3 inh | Yp Topo-I inh | 3CLpro inhibitor | PrPC surface inh | MazF activator
CCN(CC)C(=O)[C@H]1CC(CC(=O)NCc2ccco2)C(=O)N2CCc3c([nH]c4ccccc34)[C@]12C (stereo partly specified) | -2 | 1 | -0.4 | -4 | -1.9 | x | 13 | x | 1 | 2
COc1ccc(NS(=O)(=O)c2ccc(C)c(C(=O)NCc3ccccc3CN3CCCC3)c2)cc1 | x | x | 0.2 | 0 | -0.4 | x | -5 | x | -10 | 1
COC(=O)c1ccc(NC(=O)CSc2nnc(COc3c(C)cccc3C)o2)cc1 | 6 | -3 | x | 3 | 7.7 | 20 | 1 | -1 | -7 | -5
CSc1cccc(NC(=S)N2CCC(N(C)C3CCCCC3)CC2)c1 | 2 | -3 | 2.8 | 4 | i | 14 | -6 | 7 | 9 | 2
CC(NC(=O)c1cc(COc2ccccc2)on1)c1nccs1 (stereo unspecified) | -3 | -4 | -0.3 | -2 | -0.9 | -26 | -5 | -4 | 3 | 1
CCCCc1cc(=O)oc2cc(C)cc(O)c12 | -6 | -10 | x | 7 | -0.3 | 27 | -9 | -4 | 2 | 14

Screening results as filed in PubChem BioAssay.

Only part of the results is shown. The share of hits here may be higher or lower than overall.
